# Screening results: PubChem BioAssay, The Scripps Research Institute Molecular Screening Center
# CHO-K1 Ca antag – M1 antagonist counterscreen hit in parental CHO-K1 cells. inhibition, % at 3 µM. ATP-induced calcium, Fluo-8 fluorescence. 0.6% of 360,000 active;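 active = inhibition above a per-plate cutoff, the plate's mean sample inhibition plus 3 SD, cut at about 24% in these data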;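 note: 0% = DMSO plus EC80 ATP and 100% = DMSO alone without ATP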
# TAAR1 ag – agonists of human TAAR1; Q96RJ0; CHO RD-HGA16 TAAR1, Fluo-8 calcium fluorescence; vehicle wells 0%, saturating PEA agonist 100%; activation, % at 3 µM; 0.99% of 360,000 active;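 active = activation above the mean activation of all test compounds in the run plus 3 SD, cut at about 38% in these data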
# Target sequence (Q96RJ0 whole entry, looked up): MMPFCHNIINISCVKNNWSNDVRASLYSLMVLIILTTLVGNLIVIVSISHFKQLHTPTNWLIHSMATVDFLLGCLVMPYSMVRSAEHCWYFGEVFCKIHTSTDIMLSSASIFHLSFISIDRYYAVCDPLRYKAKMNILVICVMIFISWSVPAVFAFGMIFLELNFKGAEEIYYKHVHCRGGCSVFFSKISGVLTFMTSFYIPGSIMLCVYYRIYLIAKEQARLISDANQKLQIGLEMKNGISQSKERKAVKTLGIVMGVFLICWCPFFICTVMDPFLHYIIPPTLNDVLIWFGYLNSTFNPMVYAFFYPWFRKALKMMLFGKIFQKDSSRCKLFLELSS
#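 Assay system – CHO-derived RD-HGA16 cells with stable Gα16 and human TAAR1 · Compound dosing – one-point dosing at 3 µM (nominal) · Incubation – 17-24 h seeding, 75 min 37 °C dye, 30 min RT · Measured by – kinetic Fluo-8 calcium fluorescence · Control set – DMSO vehicle as 0%, PEA at EC100 as 100% · Repeats – single well for each compound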
# M1 ag parental – M1 agonist counterscreen hit in parental CHO-K1 cells. Fluo-8 calcium fluorescence; scaled to maximal ATP response, vehicle zero. activation, % at 3 µM. 0.48% of 360,000 active. AID 602248; in the data active = activation above about 15%;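 note: untransfected CHO-K1 host cells lacking M1 receptor as counterscreen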
# TAAR1 antagonist – antagonists of human TAAR1 | Q96RJ0 | CHO RD-HGA16 TAAR1, Fluo-8 calcium fluorescence, antagonist | inhibition, % at 3 µM | 1.5% of 360,000 active | AID 624466;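 active = inhibition above a per-plate cutoff, the mean inhibition of test compounds on that plate plus 3 SD, cut at about 49% in these data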;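 note: 0% = DMSO plus EC80 beta-PEA response and 100% = DMSO alone without agonist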
#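 Test system – hTAAR1-expressing CHO RD-HGA16 cells, Gα16-coupled · Reagent – β-PEA at EC80 concentration, post-compound challenge · Compound dosing – 3 µM, single point · Timing – 140 s kinetic read after compound, 140 s after agonist · Detection – Fluo-8 intracellular calcium dye fluorescence, real-time kinetic reads · Control set – DMSO and EC80 PEA controls · Repeats – n of 1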
# CHO parental Ca – signal in parental CHO cells, OX1R antagonist counter-screen; inhibition, % at 5.6 µM; parental CHO-K1, ATP-induced calcium, Fluo-8 fluorescence; 0.63% of 330,000 active;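 active = inhibition above that plate's mean sample inhibition plus 3 SD, cut at about 26% in these data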;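 note: 0% = ATP-challenged DMSO wells and 100% = DMSO wells without ATP; some compounds past the cut are filed as inactive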
#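 Assay system – parental CHO cells · Reagent – ATP stimulus · Detection – intracellular calcium via Fluo-8 no-wash fluorescent dye · Evaluation – percent inhibition of ATP-evoked calcium rise, normalized to controls · Controls – ATP wells versus no-ATP DMSO wells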
# CHRM1 antagonist – human CHRM1 antagonism. P11229. CHO-K1 hM1, Fluo-8 calcium fluorescence, ACh EC80 antagonist. inhibition, % at 3 µM. 1.3% of 360,000 active;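 active = percent inhibition above its own plate's cutoff, namely the mean of that plate's compound wells plus 3 SD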;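 note: peak over basal fluorescence ratio during 140 s after agonist addition; 0% = ACh EC80 plus DMSO and 100% = DMSO alone without agonist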
# Target sequence (P11229 whole entry, looked up): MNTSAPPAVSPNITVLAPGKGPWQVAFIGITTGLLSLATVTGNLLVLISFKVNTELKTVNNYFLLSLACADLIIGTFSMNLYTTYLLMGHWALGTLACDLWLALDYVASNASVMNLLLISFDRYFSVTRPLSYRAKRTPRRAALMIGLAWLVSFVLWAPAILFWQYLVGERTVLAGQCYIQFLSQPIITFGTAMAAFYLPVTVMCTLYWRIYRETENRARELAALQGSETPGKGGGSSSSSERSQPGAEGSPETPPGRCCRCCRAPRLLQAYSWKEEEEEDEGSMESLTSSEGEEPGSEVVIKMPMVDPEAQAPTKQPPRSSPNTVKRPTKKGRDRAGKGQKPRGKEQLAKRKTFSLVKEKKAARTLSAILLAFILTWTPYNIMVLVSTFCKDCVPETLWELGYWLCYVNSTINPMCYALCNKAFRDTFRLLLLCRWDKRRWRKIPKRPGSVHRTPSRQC
# CHRM1 agonist – agonists of human M1 muscarinic receptor. P11229. CHO-K1 hM1, Fluo-8 calcium fluorescence, agonist mode; 0% DMSO, 100% acetylcholine EC100. activation, % at 3 µM. 0.33% of 360,000 active. AID 588814;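 active = activation above the run's mean compound activation plus 3 SD, cut at about 16% in these data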;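 note: peak over basal fluorescence ratio within a 140 s kinetic read after compound addition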
# CHO-K1 Ca PAM – nonselective activator or artifact in parental CHO-K1 calcium assay; ATP EC20, Fluo-8 calcium fluorescence; 0% at ATP EC20, 100% at ATP max; activation, % at 3 µM; 0.02% of 360,000 active; AID 602247;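 active = activation above the run cutoff, the mean activation of all test compounds plus 3 SD, cut at about 40% in these data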;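 note: peak over basal fluorescence ratio in a 140 s read after ATP addition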
# OXTR potentiate – potentiators of human oxytocin receptor. CHO-OTR cells, Fluo-8 calcium fluorescence, potentiator mode; 0% = oxytocin EC15, 100% = EC100. P30559. AID 2445. 0.061% of 320,000 active. activation, % at 3 µM;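 active = activation above that plate's cutoff, the mean activation of tested compounds plus 3 SD, cut at about 6.6% in these data, passing the limit was not always enough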;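 note: 100% uses oxytocin at 75 nM as the full agonist control; some results filed as inactive read as strong as hits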
#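 Material: CHO-OTR cells, human receptor; compound dosing: single dose, 3.0 µM nominal final compound concentration; schedule: 6 min compound pre-incubation at room temperature, 100 s kinetic read; measured by: kinetic Fluo-8 calcium fluorescence; read-out basis: % activation vs EC15 and EC100 oxytocin; controls: EC15 oxytocin alone as 0%, 75 nM oxytocin as 100%; replicates: singlicate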
# * = called active by the depositor; nt = no result given.
no.	Structure	CHO-K1 Ca antag	TAAR1 ag	M1 ag parental	TAAR1 antagonist	CHO parental Ca	CHRM1 antagonist	CHRM1 agonist	CHO-K1 Ca PAM	OXTR potentiate
1	O=S1(=O)C=C(Oc2ccc3ccccc3c2)c2ccccc21	-6	nt	0.1	nt	-17	-6	-3	4	-6
2	O=C(COc1ncnc2ccccc12)Nc1cc(S(=O)(=O)N2CCOCC2)ccc1Cl	-11	-1	0.7	5	-27	-6	-2	7	-6
3	Cc1c(N=C2N=C(NC(=O)c3cccs3)c3ccccc32)c(=O)n(-c2ccccc2)n1C	-2	18	0.7	59*	-3	-5	-8	-1	-22
4	COc1ccc(S(=O)(=O)N(CCC#N)Cc2ccco2)cc1OC	-5	3	5.1	-8	-17	14	-2	6	-5
5	O=C(O)c1sc2cccc(Cl)c2c1Cl	11	3	0.1	-6	9	8	-5	-12	-3
6	CCOc1ccccc1NC(=O)CSCC(=O)Nc1ccccc1	-4	4	0.7	8	-18	1	-3	3	1
7	COc1cccc(NC(=O)NNS(=O)(=O)c2ccc(OC)cc2OC)c1	-10	1	0.9	-29	nt	-1	-2	16	nt
8	Cc1cc2ccccn2c1C(=O)c1ccc(S(=O)(=O)N(C)C)cc1	-9	14	8.2	24	-21	7	-1	12	-14
9	COC(CNC(=O)c1ccc2c(=O)n(Cc3ccc(Cl)cc3)c(=S)[nH]c2c1)OC	11	3	8.3	-4	nt	-9	-5	12	nt
10	Clc1ccc(Nc2ncn[nH]2)cc1	2	2	0.3	6	6	-2	-2	5	3
11	O=C(NCCCN1CCOCC1)c1sc2ccccc2c1Cl	-13	-1	0.9	-3	-8	-12	-9	18	3
12	CCCNC(=O)N1CCN(C(c2ccccc2)c2ccccc2)CC1	-8	-1	-0.4	-29	-2	-9	-5	12	-1
13	COc1ccc(-c2nc3c4ccccc4ccn3c2Cc2cccc(Cl)c2)cc1OC	-1	-1	0.4	-13	nt	-13	-6	3	nt
14	CCN(Cc1cc2cc(C)ccc2[nH]c1=O)C(=O)c1cccc([N+](=O)[O-])c1	-6	0	1.1	-13	-28	-17	-3	21	-19
15	O=C(CCc1nc(-c2ccccc2)no1)NCc1ccco1	-14	2	0.5	-1	-20	0	-3	15	-1
16	CCC(c1nnnn1CCc1ccccc1)N(Cc1ccco1)Cc1cc2c(C)ccc(C)c2[nH]c1=O (stereo not given)	0	2	0.2	12	-30	-1	-2	3	-21
17	COC(=O)Cc1c(C)nc2nc(NCc3ccccc3OC)[nH]n2c1=O	-13	4	-0.2	6	-5	-12	-1	13	-3
18	CC(=O)c1cnc(SCc2ccc(Cl)cc2)nc1C	-8	12	0.7	15	-14	-5	-13	23	-12
19	Nc1nnc(SCC(=O)Nc2cccc(S(=O)(=O)N3CCOCC3)c2)s1	-2	1	0.8	-3	5	-11	-3	24	-4
20	CCC1(CC)C(=O)N(c2ccccc2)C(=N)N(c2ccccc2)C1=O	-15	2	0.6	0	nt	-23	-3	19	nt

# Profiles, looked up by structure:
# CCC(c1nnnn1CCc1ccccc1)N(Cc1ccco1)Cc1cc2c(C)ccc(C)c2[nH]c1=O (stereo not given) across the screens: CHO-K1 Ca antag: 0; TAAR1 ag: 2; M1 ag parental: 0.2; TAAR1 antagonist: 12; CHO parental Ca: -30; CHRM1 antagonist: -1; CHRM1 agonist: -2; CHO-K1 Ca PAM: 3; OXTR potentiate: -21
# CC(=O)c1cnc(SCc2ccc(Cl)cc2)nc1C across the screens: CHO-K1 Ca antag: -8; TAAR1 ag: 12; M1 ag parental: 0.7; TAAR1 antagonist: 15; CHO parental Ca: -14; CHRM1 antagonist: -5; CHRM1 agonist: -13; CHO-K1 Ca PAM: 23; OXTR potentiate: -12
# Nc1nnc(SCC(=O)Nc2cccc(S(=O)(=O)N3CCOCC3)c2)s1 across the screens: CHO-K1 Ca antag: -2; TAAR1 ag: 1; M1 ag parental: 0.8; TAAR1 antagonist: -3; CHO parental Ca: 5; CHRM1 antagonist: -11; CHRM1 agonist: -3; CHO-K1 Ca PAM: 24; OXTR potentiate: -4

# An excerpt from above, showing only CHRM1 agonist, CHRM1 antagonist and CHO-K1 Ca PAM:
entry	compound	CHRM1 agonist	CHRM1 antagonist	CHO-K1 Ca PAM
11	O=C(NCCCN1CCOCC1)c1sc2ccccc2c1Cl	-9	-12	18
8	Cc1cc2ccccn2c1C(=O)c1ccc(S(=O)(=O)N(C)C)cc1	-1	7	12
2	O=C(COc1ncnc2ccccc12)Nc1cc(S(=O)(=O)N2CCOCC2)ccc1Cl	-2	-6	7
5	O=C(O)c1sc2cccc(Cl)c2c1Cl	-5	8	-12
14	CCN(Cc1cc2cc(C)ccc2[nH]c1=O)C(=O)c1cccc([N+](=O)[O-])c1	-3	-17	21
19	Nc1nnc(SCC(=O)Nc2cccc(S(=O)(=O)N3CCOCC3)c2)s1	-3	-11	24
9	COC(CNC(=O)c1ccc2c(=O)n(Cc3ccc(Cl)cc3)c(=S)[nH]c2c1)OC	-5	-9	12

# Carrying on:
no.	Structure	CHO-K1 Ca antag	TAAR1 ag	M1 ag parental	TAAR1 antagonist	CHO parental Ca	CHRM1 antagonist	CHRM1 agonist	CHO-K1 Ca PAM	OXTR potentiate
21	COC(=O)COc1ccc(C(c2c(C)[nH][nH]c2=O)c2c(C)[nH][nH]c2=O)cc1	-6	3	0.2	8	nt	-24	-1	18	nt
22	O=C(OCCOCCN=C1NS(=O)(=O)c2ccccc21)C1CC(=O)N(c2ccccc2)C1 (stereo not given)	-5	20	0.7	4	-10	-2	-5	13	2
23	CCCOc1ccc(N/C=C/C(=O)c2cc(OC)c(OC)c(OC)c2)cc1	-13	3	2.1	11	-23	-6	-8	4	-7
24	CCOc1ccc(NC(=S)N2CCC(NC(=O)c3ccccc3C)CC2)cc1	-7	-3	0.9	-2	4	-12	-4	7	-7
25	Cc1nc2ccccc2c(=O)n1NC(=O)/C=C/c1ccc(Br)cc1	20	34	3.0	7	-15	-2	-2	-11	-8
26	CCC1Oc2ccccc2N(CC(=O)NCCc2ccc(OC)c(OC)c2)C1=O (stereo not given)	-2	11	0.2	-6	-18	-7	0	-7	-9
27	CCCCOc1ccccc1P(=O)(O)CP(=O)(c1ccccc1)c1ccccc1	2	1	0.2	-24	-20	-10	-1	-3	-10
28	CN(CCNC(=O)CCNC(=O)Cn1ccc2ccccc2c1=O)Cc1ccccc1	-15	6	0.4	20	0	-27	-4	21	-19
29	O=C(Nc1cscc1S(=O)(=O)c1ccc(Cl)cc1)c1ccccc1Cl	0	6	0.1	-37	-31	-19	-5	-4	-7
30	O=C(NC(Cc1ccccc1)c1ccc2c(c1)OCCCO2)c1ccccc1F (stereo not given)	-1	6	1.1	10	-11	2	-5	10	-7
31	CCOc1ccc(-c2noc(-c3csc([C@@H]4C[C@H](O)[C@@H](CO)O4)n3)n2)cc1	-24	0	2.8	-7	nt	-24	-1	15	nt
32	CCNc1nc(NCC)n2c(SCC(=O)Nc3cccc(Cl)c3)nnc2n1	4	nt	-0.4	nt	-19	-17	2	5	1
33	Cn1c(=O)c2cc(S(=O)(=O)NC(Cc3ccccc3)C(=O)NCc3ccco3)ccc2n(C)c1=O (stereo not given)	-13	-1	0.5	17	1	-23	-7	16	-4
34	COc1ccccc1NS(=O)(=O)c1cccc(C(=O)N/N=C2\CC(=O)CC(C)(C)C2)c1	14	2	0.2	-5	-11	1	-5	-8	-7
35	COc1cccc(/C=C/C(=O)OCC(=O)c2ccc3c(c2)NC(=O)CO3)c1OC	-3	3	5.4	3	-19	12	-1	-2	-23
36	C=CCNC(=O)c1cc(-c2ccccc2O)on1	-9	2	0.2	-8	2	-6	-6	3	-4
37	Cn1cccc1Cc1nnc(SCC(=O)Nc2ccc3c(c2)OCCO3)n1CCc1ccccc1	-11	1	1.1	-15	-24	-17	-4	22	-9
38	C[C@H](CO)N1C[C@H](C)[C@@H](CN(C)S(=O)(=O)c2cn(C)cn2)Oc2ccc(NC(=O)C3CC3)cc2C1=O	-9	17	0.7	-2	-1	-11	-4	21	-2
39	CCc1ccc(NC(=O)CSCCN2C(=O)c3ccccc3C2=O)cc1	-4	1	3.5	7	-19	-2	-3	17	-4
40	Cc1cc(Br)ccc1NC(=O)CN(C)C(=O)C1CCN(C(=O)c2ccc(F)cc2)CC1	-13	3	1.1	-5	-16	-6	-2	-17	-6

# A few values from above.
# `C[C@H](CO)N1C[C@H](C)[C@@H](CN(C)S(=O)(=O)c2cn(C)cn2)Oc2ccc(NC(=O)C3CC3)cc2C1=O` in CHO parental Ca reads -1
# `CCNc1nc(NCC)n2c(SCC(=O)Nc3cccc(Cl)c3)nnc2n1` in CHO-K1 Ca PAM reads 5

# Later entries:
no.	Structure	CHO-K1 Ca antag	TAAR1 ag	M1 ag parental	TAAR1 antagonist	CHO parental Ca	CHRM1 antagonist	CHRM1 agonist	CHO-K1 Ca PAM	OXTR potentiate
41	Cn1cnc([N+](=O)[O-])c1Oc1ccccc1	-5	0	0.2	4	4	-10	-5	10	-3
42	CCN1CCN(c2ccc(S(=O)(=O)N3CCOCC3)cc2NC(=O)C2CCC(C(C)(C)C)CC2)CC1 (stereo not given)	-9	3	0.0	-8	nt	1	-5	3	nt
43	COCCNC(=O)C(c1ccc(O)cc1)N(Cc1ccco1)C(=O)CCC(=O)Nc1ccccn1 (stereo not given)	-13	2	0.9	-11	-4	-7	-4	8	-9
44	COc1cccc(S(=O)(=O)Nc2ccc3c(c2)OCCO3)c1	3	3	2.0	-15	nt	-18	-4	-5	nt
45	Cc1cc(C)c2c(N)c(C(=O)N/N=C/c3cccs3)sc2n1	-13	1	0.4	-24	1	-21	-4	19	0
46	CCN(CC(=O)Nc1ccc(OC)cc1)C(=O)c1ccc2ccccc2c1	-16	0	-0.2	-9	-13	-17	0	9	-4
47	O=C(Nc1ccc2cn[nH]c2c1)c1c(Cl)cccc1Cl	4	1	0.0	1	-6	-4	-4	9	-6
48	Cc1cccc(NC(=S)NN2CCN(C)CC2)c1	-7	14	0.2	-5	-6	-15	-2	12	-5
49	Cc1ccc(NCc2n[nH]c(=S)n2-c2ccccc2)cc1Cl	-1	2	5.0	-25	-12	3	-3	10	-7
50	CSc1c2c(nc3ncnn13)CCC2	0	2	0.2	3	-2	5	-4	12	2
